Bioassay records from PubChem.
Autophagy HCS – autophagy modulation, high-content screen; MEF GFP-LC3 puncta imaging; test concentration mostly 10 µM; calls only at 10 µM (by protocol); 190,000 tested, 0.98% active;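 active = percentage of spot-positive cells more than 3 SD above its plate mean, without a fluorescence outlier flag or 80% toxicity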;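 also: spot-positive cell cutoff set from DMSO-treated cells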
Dynein transport – blocks dynein driven cargo transport along microtubules. 3617.4 mouse cells, GR-EGFP nuclear translocation imaging; test concentration mostly 20 µM; stimulated with dexamethasone, 1 µM; hits give low values. z-score, hits read low. 220,000 tested, 0.47% active. AID 1381;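 active = plate z-score of nuclear minus cytoplasmic receptor signal below a set negative limit, without overly bright fluorescence or cell loss, cut at about -3.5 in these data, passing the limit was not always enough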;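 also: z-score of nuclear minus cytoplasmic ring GR-EGFP intensity difference per well; some compounds called inactive have numbers as strong as hits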
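Buffer or medium: tet-free, stripped-serum medium; reagent: dexamethasone at 1.0 µM final, 30 min; incubation: 48 h induction, 1 h compound, 30 min dex at 37 °C; measured by: formaldehyde fixation, Hoechst nuclear stain, 10x automated fluorescence imaging; read-out: nuclear-to-cytoplasmic GR-EGFP distribution per well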
CSM14.1 death rescue – rescue of cells from ER stress-induced death, primary screen, 384-well, CSM14.1, thapsigargin, ATP luminescence (AID 1222); 190,000 tested, under 10 active; cellular ATP content (survival), % at 20 µM, or EC50 in µM where a hit was titrated; CSM14.1 thapsigargin-induced death rescue, ATP luminescence; higher % means a stronger effect;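 active = EC50 below 50 µM in the dose-response confirmation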;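 also: death triggered by thapsigargin at about 15 µM added after 2 h compound pretreatment; cell ATP read after overnight thapsigargin exposure of roughly 18 to 22 hours; normalized against plate controls of thapsigargin alone and 5% DMSO vehicle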
MT stabilizer – microtubule stabilization, imaging screen. % tubulin-high responders, % at 10 µM. 200,000 tested, 0.83% active. HeLa tubulin immunostaining HCS, 24 h; share of cells brighter than vehicle mean+2SD;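 active = plate Z-score above 3 for both tubulin-high and condensed-nucleus cell shares, with cell loss under 80%, at 10 µM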;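 also: anti alpha tubulin signal scored within the nucleus-defined area of each cell; some results filed as inactive read as strong as hits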
K1F lysis inhibition – inhibition of K1F phage lysis, E. coli UTI89, bacterial capsule biogenesis inhibitors, alamar blue (AID 488966) | E. coli UTI89 K1F phage lysis, alamar blue, 2 h; higher % means a stronger effect | one-dose inhibition, % at 100 µM; IC50 in µM for titrated hits | 340,000 tested, 0.02% active;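 active = phage lysis inhibition, versus mean bacterial control, above a set limit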;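 also: capsule biogenesis inhibitors block K1F phage lysis so surviving cells raise fluorescence; higher fluorescence means more inhibition of phage lysis; actives were called in the ten point dose series up to 300 µM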
Insulin prom up – MIN6 insulin promoter up-regulation. z-score at 5 µM. MIN6 insulin promoter-GFP reporter, high-content imaging; hits give high values. AID 1625. 190,000 tested, 0.3% active;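 active = z-score above 3 at 5 µM with at least 500 cells counted in the well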
bCat nuc transl – alters nuclear translocation of beta-catenin in HeLa cells | immunofluorescence imaging | nuclear translocation activity, % at 5 µM | 190,000 tested, 0.3% active | AID 1665;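 active = nuclear translocation activity above 50% at 5 µM, with a well cell count of 50 or more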;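 also: per-cell ratio of nuclear to cytoplasmic median beta-catenin stain intensity; plate controls were DMSO negative control for no effect and GSK-3 inhibitor IX positive control for full effect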
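Assay system: human HeLa cells, native beta-catenin; doses: 5 µM primary, 0.02–20 µM confirmation; incubation: compound treatment 24 h, 37°C, 5% CO2; technique: fluorescence imaging of beta-catenin antibody stain plus DAPI; measure: % activation, nuclear-to-cytoplasmic median beta-catenin signal ratio per cell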
M1AAP inhibition – malaria alanyl aminopeptidase activity blockers – biochemical, fluorogenic H-Leu-NHMec substrate, 1536-well (AID 1445) | recombinant M1AAP, H-Leu-NHMec fluorogenic kinetic assay; higher % means a stronger effect | inhibition, % at 30 µM, or IC50 in µM where a hit was titrated | 220,000 tested, 0.42% active;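 active = primary inhibition above the hit cutoff, then over 50% inhibition at one or more dose response concentrations, cut at about 23% in these data, passing the limit was not always enough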;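 also: plate controls were DMSO full reaction for no effect and no enzyme background for full effect; strong numbers were not always called active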
P. falciparum M17LAP – P. falciparum M17LAP inhibitors, primary screen, biochemical, fluorogenic H-Leu-NHMec substrate, 1536-well (AID 1619) | recombinant M17LAP, H-Leu-NHMec fluorogenic kinetic assay; higher % means a stronger effect | inhibition, % at 30 µM, or IC50 in µM where a hit was titrated | 220,000 tested, 0.38% active;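 active = compound inhibiting the enzyme by more than half at any dose during confirmatory dose-response retesting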;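 also: plate controls were full reaction with DMSO carrier for no effect and no enzyme background for full effect; strong numbers were not always called active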
Dynein transport cytoplasmic EGFP – second read-out of Dynein transport, no call of its own (marks repeat the call); z-score; measured here: cytoplasmic GR-EGFP intensity; hits give high values
Dynein transport nuclear GR-EGFP – further read-out of Dynein transport, marked with its call; z-score; measured here: nuclear GR-EGFP intensity;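 lower value marks the stronger effect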
Dynein transport cell count – second read-out of Dynein transport, no call of its own (marks repeat the call); z-score; measured here: cell count per field
Insulin prom up cell count – also measured in Insulin prom up; calls as there; cell count; measured here: cytotoxicity, nuclei count;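 total cells summed across four imaged fields per well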
bCat nuc transl cell count 5 µM – further read-out of bCat nuc transl, marked with its call; cell count; measured here: cell count, cytotoxicity flag
MT stabilizer Hoechst-high % – also measured in MT stabilizer; calls as there; % Hoechst-high responders; measured here: nuclear condensation Hoechst responders;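 share of cells brighter than vehicle mean plus two SD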
MT stabilizer cytotoxicity % – further read-out of MT stabilizer, marked with its call; toxicity, %; measured here: cytotoxicity by cell density;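 0% = mean cell density of plate MIN control wells and 100% = no cells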
Autophagy HCS cell loss 18 h – recorded beside Autophagy HCS, whose call it bears; toxicity, %; measured here: cell loss, nuclei count;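 cell loss after 18 h compound exposure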
* hit, by the source's call; i = inactive; / = no result given; [ ] = remark or other dose.

SMILES | Autophagy HCS | Autophagy HCS cell loss 18 h | Dynein transport | Dynein transport cytoplasmic EGFP | Dynein transport nuclear GR-EGFP | Dynein transport cell count | CSM14.1 death rescue | MT stabilizer | MT stabilizer Hoechst-high % | MT stabilizer cytotoxicity % | K1F lysis inhibition | Insulin prom up | Insulin prom up cell count | bCat nuc transl | bCat nuc transl cell count 5 µM | M1AAP inhibition | P. falciparum M17LAP
CCOC(=O)C1=C(O)/C(=C\c2cccc(OC)c2)N=C1C | i | -36.4 | 0.244 | -0.162 | -0.0182 | -0.186 | 0.2% | 2.0 | 1.5 | 3.7 | 0.4% | / | / | / | / | 15.7% | -16.4%
CC(=O)CSc1nnc(CSc2ncccn2)n1C1CCCCC1 | i | -1.7 | -0.12 | -0.0689 | -0.0535 | 0.417 | -0.5% | 2.7 | 3.7 | 7.8 | 1.7% | -0.79 | 1387 | -5.8 | 903 | 4.4% | -1.6%
CN=C(Nc1cc(C)nn1CCC#N)c1ccc(F)cc1 | i | 2.1 | -0.306 | -0.218 | 0.000218 | 0.63 | 2.1% | 1.5 | 1.2 | 2.2 | -0.1% | -0.22 | 955 | 0.8 | 1124 | 2.6% | 1.7%
CCCn1c(SCc2ccccn2)nc2c1c(=O)n(C)c(=O)n2C | i | 19.2 | -0.798 | -0.144 | -0.118 | 0.244 | -0.7% | 3.6 | 1.2 | 1.7 | 1.8% | 0.23 | 1495 | -4.9 | 1019 | 0.0% | 9.0%
N#CC1=C(N)Oc2c(ccc3cccnc23)C1c1ccccc1 (stereo unspecified) | / | / | 0.13 | 0.117 | 0.0265 | 0.488 | / | / | / | / | -0.2% | -0.56 | 1320 | 2.8 | 1305 | 4.5% | -3.0%
COc1ccccc1CN1CCNC(=O)C1CC(=O)NCCOc1cccnc1 (stereo unspecified) | i | -26.1 | -0.115 | -0.293 | -0.0162 | 0.804 | 0.2% | 3.2 | 2.2 | 1.2 | 0.2% | -0.76 | 1365 | -1.2 | 1035 | 17.6% | -4.5%
CCCC(C)C(=O)Nc1nc(C)c(-c2csc(Nc3cc(Cl)ccc3C)n2)s1 (stereo unspecified) | i | 1.5 | 0.949 | -0.204 | 0.813 | -0.011 | -1.9% | 2.5 | 2.1 | 9.9 | 0.9% | 1 | 1327 | 6.2 | 1397 | 2.0% | 8.3%
CCN(C(=O)COC(=O)/C=C/c1c(C)nn(Cc2ccc(C)cc2)c1C)C1CCS(=O)(=O)C1 (stereo unspecified) | i | 0.2 | -0.817 | 1.21 | -0.594 | -0.405 | 24.3% | 4.2 | 3.1 | 4.7 | 0.0% | 0.19 | 1325 | 1.2 | 1091 | 1.2% | 1.0%
O=C1Nc2ccccc2C12OCCO2 | i | 14.4 | -0.00386 | -0.249 | 0.313 | 0.356 | 1.5% | 3.7 | 1.7 | 10.4 | 1.8%[50 µM] | -0.2 | 1059 | -4.9 | 1046 | 2.3% | -7.8%
CC(=O)COc1ncnc2c(Cl)cc(Cl)cc12 | i | -17.3 | 1.33 | -0.137 | 0.701 | -0.444 | -2.1% | 3.4 | 2.5 | 3.9 | -0.2% | 0.75 | 1343 | -3.2 | 1052 | 3.2% | -3.4%
O=C(CSc1cnc2ccccc2n1)NC1CCCC1 | i | -4.3 | 1.55 | -0.221 | 1.14 | -0.0701 | 2.8% | 1.1 | 0.5 | 3.3 | 0.0% | 0.46 | 1040 | -2.2 | 1194 | -0.6% | -10.6%
CCOC(=O)c1ccc(COC(=O)CNS(=O)(=O)c2ccccc2)cc1 | i | -15.5 | -0.191 | -0.313 | 0.0615 | -0.0722 | -0.8% | 2.4 | 2.0 | 12.0 | -0.3% | 1.1 | 1321 | -0.8 | 1154 | 6.1% | 5.5%
CC1CC(C)CN(C(=O)Cn2c(SCC(=O)N3CCc4ccccc4C3)nc3ccccc32)C1 (stereo unspecified) | i | 5.9 | -0.162 | -0.271 | -0.219 | 0.426 | -0.2% | 3.3 | 1.3 | 5.2 | 0.1% | -0.04 | 1252 | -0.6 | 1208 | 7.9% | -3.5%
COc1ccc(C(=O)N(CC2CCCO2)C(C(=O)NCCC(C)C)c2ccc(C)cc2)cc1OC (stereo unspecified) | i | -4.4 | -0.216 | -0.232 | 0.0178 | 0.638 | -2.7% | 2.1 | 2.8 | 10.4 | 3.0% | -0.58 | 1352 | -0.1 | 905 | 5.6% | -1.8%
COc1cccc(/C=C/c2ccncc2)c1OC | i | 11.3 | 1.55 | -0.0809 | 0.963 | -1.16 | -1.2% | 17.6 | 3.1 | 11.5 | 1.4% | -0.73 | 1154 | 4.9 | 1186 | 1.1% | -2.1%
COc1ccc(NC(=O)c2cc(-c3cc(C)ccc3O)n[nH]2)cc1Cl | i | 1.5 | 0.442 | -0.208 | 0.44 | -0.312 | -2.6% | 2.7 | 1.5 | 1.7 | -0.1% | -0.27 | 1336 | 0.1 | 1461 | -4.2% | -7.2%
COc1ccc(C2N(c3ccc(OC)cc3)C(=O)C3CCCN32)cc1 (stereo unspecified) | i | -1.5 | -1.05 | -0.17 | -0.559 | 0.494 | 0.0% | 1.4 | 2.8 | 5.8 | 4.3% | 0.81 | 983 | / | / | -2.3% | -1.6%
Cc1nnc(SCc2cc([N+](=O)[O-])cc3c2OCOC3)[nH]c1=O | / | / | 0.979 | -0.188 | 0.324 | -1.62 | / | / | / | / | 0.2% | 0.29 | 1231 | -2.6 | 1007 | -1.8% | 1.2%
Cc1cc(C)n(C(=O)CNC(=O)C(c2ccccc2)c2ccccc2)n1 | i | -4.2 | 1.31 | -0.264 | 0.699 | 0.0319 | -5.3% | 2.7 | 1.9 | 2.7 | 0.3% | / | / | -1.8 | 568 | 0.3% | 0.9%
COc1ccc(S(=O)(=O)Nc2ccc3c(c2)OCO3)cc1C(=O)O | i | 10.3 | -1.19 | -0.235 | -0.662 | 1.25 | -2.6% | 7.0 | 2.2 | 8.9 | 4.8% | 0.66 | 1068 | -2.2 | 958 | 5.3% | 8.8%
COc1ccc(C2(CNC(=O)C(=O)Nc3ccc(C)cc3)CCOCC2)cc1 | i | 14.9 | -0.726 | -0.318 | -0.177 | 0.849 | 1.5% | 1.6 | 1.0 | 5.3 | 1.4% | / | / | -2.2 | 970 | -3.0% | 3.8%
COc1cccc(CCc2nnc(CCC(=O)NC(C)Cc3cccs3)o2)c1 (stereo unspecified) | / | / | 0.513 | -0.188 | 0.134 | -0.266 | / | / | / | / | 0.4% | 0.59 | 1034 | 1.2 | 1332 | -2.2% | 5.7%
Cc1ccc(NC(=S)NC2CC3CCC(C2)N3Cc2ccco2)cc1C (stereo unspecified) | i | 20.7 | 0.0391 | -0.165 | 0.57 | -0.374 | -1.0% | 3.6 | 1.7 | 9.3 | 0.2% | -0.36 | 1494 | -1.9 | 1349 | 1.4% | -5.6%
COc1ccc(O)c(C(=O)c2cc(C(=O)NCCc3ccccc3)c(=O)n(CCc3ccccc3)c2)c1 | i | 1.7 | 0.538 | -0.261 | -0.12 | 0.241 | -0.6% | 1.5 | 1.9 | 7.7 | 1.0% | -0.17 | 1177 | -0.3 | 879 | -0.2% | 14.1%
COc1ccc(N2CCN(C(=O)C3COc4ccccc4O3)CC2)cc1 (stereo unspecified) | i | -3.5 | -0.0823 | -0.182 | 0.15 | 0.258 | 8.3% | 2.2 | 1.3 | 1.9 | 0.2% | -0.77 | 1018 | -0.7 | 1206 | 1.0% | -1.4%
Fc1cccc(Cl)c1CNCc1ccccc1Cl | i | -1.2 | -0.466 | -0.244 | -0.27 | 0.999 | 0.3% | 2.8 | 2.9 | 8.9 | 0.0% | / | / | -2.9 | 1115 | -3.4% | -3.5%
CCc1nnc(SCC(=O)Nc2ccccc2Cl)nc1CC | i | -1.3 | -0.765 | -0.316 | -0.484 | 0.537 | -0.5% | 3.0 | 3.1 | 7.4 | 0.2% | -0.08 | 1147 | -0.9 | 1104 | -2.1% | 1.4%
CCc1nc2ccccc2[nH]c1=O | / | / | -0.555 | -0.223 | 0.065 | 0.542 | / | / | / | / | -0.2% | 0.04 | 1008 | 0.7 | 1195 | 7.8% | 12.9%
O=C(CO/N=C/c1c(Cl)cccc1Cl)NNC(=O)c1cccc(Cl)c1 | / | / | 1.04 | -0.0656 | 1.23 | -2.74 | / | / | / | / | 0.0% | / | / | 1.4 | 1314 | 0.4% | 2.1%
CC(C)CN(CC(C)C)S(=O)(=O)N1CCC(C(=O)NCc2cccnc2)CC1 | i | 14.5 | -0.996 | -0.335 | -0.55 | 1.52 | -1.1% | 2.1 | 2.7 | 4.8 | -0.5% | 0.33 | 1254 | 0.4 | 1094 | -1.7% | 5.4%
O=S1(=O)CC2SC(=S)N(Cc3ccccc3)C2C1 (stereo unspecified) | / | / | 0.0842 | -0.285 | -0.369 | 0.353 | / | / | / | / | / | -0.19 | 1505 | -3.8 | 1151 | 5.2% | 3.8%
O=C(O)CCCc1nc(-c2ccc(Cl)cc2)no1 | i | -11.2 | 1.33 | -0.302 | 1.23 | 0.317 | -0.8% | 1.6 | 1.6 | 5.1 | 0.1% | / | / | / | / | 4.5% | 10.1%
CCN1C(=O)C(Cc2nc3ccccc3c(=O)n2C)c2ccccc21 (stereo unspecified) | i | -13.6 | 0.206 | -0.192 | 0.0861 | -0.36 | 1.9% | 0.8 | 3.3 | 10.0 | 0.4% | 0.03 | 1494 | -8.4 | 1062 | 7.3% | 9.2%
